Menin-MLL TR inh: qHTS Assay for Inhibitors Targeting the Menin-MLL Interaction in MLL Related Leukemias: Competition With Texas Red Labeled MLL-derived Mutant Peptide; Potency, µM (doses to about 61.6 µM), inactives show top-dose FP activity change, negative = inhibition, hits mostly inhibitors; 0.23% of 270,000 active; AID 1768, 2009; Menin + Texas Red MLL mutant peptide, fluorescence polarization; active means well fitted inhibition curve with a large enough effect in the polarisation, with a control signal flat, not every such curve was filed as active; inconclusive means small, poorly fitted or top-dose-only effect, or effect the other way, or a change in a side signal; inactive means no such curve, though single readings can be large or run the other way; the % refers to the polarisation; further: potency means the concentration at half of the fitted maximal effect; % of control where 0% means no effect; many of its hits are not listed in these tables
Target sequence (O00255 whole entry, looked up): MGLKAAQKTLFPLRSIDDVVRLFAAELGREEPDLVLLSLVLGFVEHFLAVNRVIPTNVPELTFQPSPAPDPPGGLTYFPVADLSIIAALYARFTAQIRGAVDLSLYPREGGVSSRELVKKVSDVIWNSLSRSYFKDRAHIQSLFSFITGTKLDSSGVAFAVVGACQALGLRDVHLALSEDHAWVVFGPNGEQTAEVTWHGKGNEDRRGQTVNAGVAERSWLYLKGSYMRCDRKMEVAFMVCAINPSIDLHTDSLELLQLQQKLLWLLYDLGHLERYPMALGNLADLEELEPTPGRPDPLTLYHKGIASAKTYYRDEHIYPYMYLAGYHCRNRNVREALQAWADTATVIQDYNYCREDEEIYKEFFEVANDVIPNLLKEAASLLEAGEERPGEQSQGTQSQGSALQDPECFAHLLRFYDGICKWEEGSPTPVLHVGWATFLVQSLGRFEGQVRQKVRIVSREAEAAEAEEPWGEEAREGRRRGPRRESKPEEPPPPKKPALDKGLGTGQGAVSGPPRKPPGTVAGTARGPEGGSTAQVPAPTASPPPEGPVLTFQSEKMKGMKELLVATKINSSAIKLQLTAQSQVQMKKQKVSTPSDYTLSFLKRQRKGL
TSG101-PTAP inh: qHTS Assay for Iinhibitors of HIV-1 Budding by Blocking the Interaction of PTAP/TSG101 | Tumor susceptibility gene 101 protein (Homo sapiens), Q99816 | Fluorescence polarization, FITC-PTAP peptide / Tsg101 binding | Potency, µM (series often up to 115 µM), for inactives: at the highest dose activity change, negative = inhibition, hits mostly inhibitors | 340,000 tested, under 10 active | AID 493005, 2010; active means well fitted inhibition curve with a large enough effect in the main read-out, with a control signal flat, not every such curve was filed as active; inconclusive means small, poorly fitted or top-dose-only effect, or effect the other way, or a change in a side signal; inactive means no such curve, though single readings can be large or run the other way; further: potency means the concentration at half of the fitted maximal effect; % of control where 0% means no effect
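Compounds were pin-transferred onto Tsg101 binding domain (10 uM final) in HEPES pH 7.5 buffer, then FITC-PTAP peptide was added at 50 nM final. After 20 min at RT, polarization reported peptide displacement across a qHTS concentration series.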
PKM2 activator: qHTS Assay for Activators of Human Muscle isoform 2 Pyruvate Kinase | Pyruvate kinase PKM (Homo sapiens), P14618 | purified PKM2, Kinase-Glo ATP luminescence, activation; response scale: 0% is enzyme alone, no compound | Potency, µM (top dose mostly 57.5 µM), for the others: at the top dose activation, hits mostly activators | 0.34% of 260,000 active | AID 1631, 2009; further: potency means the concentration at half of the fitted maximal effect; on the % scale 0 is the no-effect control and ±100 the full control effect; nearly all actives have a fitted effect of over 55% in size
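Purified hPK-M2 (>95%) run at intermediate activity with 0.1 mM ADP and 0.5 mM PEP in 50 mM imidazole pH 7.2, KCl, MgCl2; 1 h room temperature. ATP formed read by Kinase-Glo luminescence; normalized to uninhibited and no-enzyme controls.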
S-ASM inh: Inhibitors of Secretory Acid Sphingomyelinase (S-ASM): qHTS; 0.006% of 340,000 active; Potency, µM (highest dose often 57.5 µM), inactives show at the top dose activity change, negative = inhibition, actives largely listed as inhibitors; Sphingomyelin phosphodiesterase (Homo sapiens), P17405; placental ASM, HMU-PC fluorogenic substrate, 60 min; further: potency means the concentration at half of the fitted maximal effect
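Fluorogenic HMU-PC substrate (9 uM final) is turned over by placental ASM in 60 min at 37 C after a 10 min compound preincubation. Reaction ended by alkaline stop (pH 10), with fluorescence read at 386/447 nm.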
GALK inhibitor: qHTS Assay for Inhibitors of Human Galactokinase (GALK); Purified GALK, Kinase-Glo residual ATP luminescence; Potency, µM (titrated, usually from 57.5 µM), inactives show at the highest dose activity change, negative = inhibition, actives largely listed as inhibitors; 0.007% of 270,000 active; further: potency means the concentration at half of the fitted maximal effect; on the % scale 0 is the no-effect control and ±100 the full control effect
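Galactose (100 uM) and ATP (35 uM) were turned over by 5 nM GALK for 1 h at RT. Kinase-Glo Plus then converted the remaining ATP into a luminescent signal.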
B2AR arrestin: qHTS assay of beta-arrestin-biased ligands of beta2-adrenergic receptor. Beta-2 adrenergic receptor (Homo sapiens), P07550. beta-arrestin recruitment to beta2AR, cell-based reporter. Potency, µM (highest dose often 46.1 µM), without a hit: top-dose activation, most hits filed as activators. 0.02% of 330,000 active. AID 492947, 2010;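 further: potency means the concentration at half of the fitted maximal effect; 0% = DMSO controls and full agonism = EC100 isoproterenol or metaproterenol; nearly all actives have a fitted effect of over 65% in size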
FBPA coupling cs: qHTS Assay for Inhibitors of Fructose-1,6-bisphosphate Aldolase from Giardia Lamblia: Coupling assay counterscreen. coupling enzyme system counterscreen, AmpLite Red fluorescence. activity change, negative = inhibition, % at 58.2 µM, hits read low. 0.67% of 290,000 active; in the data active means activity change below about -30%; further: on the % scale 0 is the no-effect control and ±100 the full control effect
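Counterscreen of the coupled detection system alone, without aldolase: glyceraldehyde-3-phosphate coupling enzymes plus AmpLite Red readout. Compounds at 57.5 uM final, 10 min RT preincubation, 20 min RT reaction, fluorescence 525/598 nm.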
Chronic BCR inh: qHTS Assay to Find Inhibitors of Chronic Active B-Cell Receptor Signaling; ABC-DLBCL IkBa-CBG/CBR reporter, luminescence ratio, 4 h; 0.05% of 340,000 active; Potency, µM (titrated, usually from 46.1 µM), inactives show at the top dose ratio change, negative = lower green/red ratio, hits mostly inhibitors; active means well fitted inhibition curve with a large enough effect in the signal ratio, with a control signal flat, not every such curve was filed as active; inconclusive means small, poorly fitted or top-dose-only effect, or effect the other way, or a change in a side signal; the % refers to the signal ratio;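 further: potency means the concentration at half of the fitted maximal effect; plate controls were basal doxycycline-induced cells for no effect and cells given 10 µM MG132 for full effect; MG132 reads +100%, hits lower the ratio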
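TMD8 ABC-DLBCL cells carrying doxycycline-inducible green luciferase fused to IkappaBalpha plus unfused red luciferase were exposed to compounds (up to 46 uM) for 4 hrs at 37C. Activity came from the overlap-corrected green/red luminescence ratio.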
Giardia killer: Small Molecules that selectively kill Giardia lamblia: qHTS | 0.15% of 340,000 active | AID 540267, 2011 | Giardia lamblia trophozoite viability | activity change, % at 7.66 µM, hits read low; in the data active means activity change below about -80%; inconclusive means between about -30% and that limit;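 further: parasites exposed to compound for two days anaerobically before the ATP read; on the % scale 0 is the no-effect control and ±100 the full control effect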
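Anaerobic 48 hrs incubation at 37 deg C of 100 trophozoites/well with test compounds; ATPLite 1-Step luminescence, 15-30 min RT, reports cellular ATP as viability.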
Integrin act MD: qHTS for Activators of Integrin-Mediated Alleviation for Muscular Dystrophy | alpha7betagal myoblasts, beta-gal FDG fluorescence, 48 h | Potency, µM (series often up to 38.3 µM), for inactives: at the highest dose activation, hits mostly activators | 0.064% of 350,000 active | AID 624291, 2012;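 further: potency means the concentration at half of the fitted maximal effect; 100% = response of the positive control SU9516; nearly all actives have a fitted effect of over 60% in size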
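Alpha7betagal+/- myoblasts (passage 13) were plated 16-24 hr, then exposed to compounds (1:260 dilution of DMSO stock) for 48 hours at 37C. After MPER lysis, β-galactosidase reporter activity was read as FDG fluorescence (ex 480/em 540) after 30 minutes.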
Tb PFK block: qHTS Assay to Find Inhibitors of T. brucei phosphofructokinase. ATP-dependent 6-phosphofructokinase (Trypanosoma brucei brucei), O15648. T. brucei PFK, ADP-Glo luminescence. Potency, µM (highest dose often 57.5 µM), for the others: at the highest dose activity, negative = inhibition, hits mostly inhibitors. 0.17% of 330,000 active. AID 485367, 2010;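 further: potency means the concentration at half of the fitted maximal effect; 0% = uninhibited 1x PFK enzyme wells and -100% = no-enzyme wells; nearly all actives have a fitted effect of over 60% in size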
Target sequence (O15648 whole entry, looked up): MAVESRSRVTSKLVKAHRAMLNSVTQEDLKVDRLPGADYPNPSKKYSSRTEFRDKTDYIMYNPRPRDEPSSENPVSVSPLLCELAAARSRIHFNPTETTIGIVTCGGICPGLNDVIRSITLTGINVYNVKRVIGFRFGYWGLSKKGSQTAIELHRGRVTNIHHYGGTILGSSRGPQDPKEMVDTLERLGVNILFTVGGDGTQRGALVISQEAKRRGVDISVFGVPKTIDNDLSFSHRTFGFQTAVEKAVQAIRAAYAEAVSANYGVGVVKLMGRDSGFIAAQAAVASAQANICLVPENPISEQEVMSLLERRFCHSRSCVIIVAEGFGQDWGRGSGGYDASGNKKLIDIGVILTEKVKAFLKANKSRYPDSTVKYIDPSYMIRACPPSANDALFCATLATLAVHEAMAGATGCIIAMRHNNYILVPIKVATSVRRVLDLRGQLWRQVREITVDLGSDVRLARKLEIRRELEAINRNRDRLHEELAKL
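In TEA buffer at pH 8.0 with 5 mM MgCl2, enzyme (1.25 nM) converted F6P (0.5 mM) and ATP (0.1 mM) for 45 min at room temperature. ADP product was read by luciferase luminescence.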
The depositor's hits bear a star; ? = inconclusive; . = no result given; & = joins results of further samples; [ ] = another dose, or the depositor's remark. Unless noted, the call rests on the fitted dose curve; in most records, active means well fitted curve in the direction sought with a large enough effect; inconclusive means small, poorly fitted or top-dose-only effect, or another doubt; inactive means no such curve, though single readings can be large; an effect the other way counts as inactive or inconclusive. This is a subset; the hit share may differ from the screen's.

Sample of the layout (2 entries):
SMILES	Menin-MLL TR inh	TSG101-PTAP inh	PKM2 activator	S-ASM inh	GALK inhibitor	B2AR arrestin	FBPA coupling cs	Chronic BCR inh	Giardia killer	Integrin act MD	Tb PFK block
Cn1c2ccccc2c2c(C(=O)N3CCN(C(=O)c4ccco4)CC3)cn(C3CCCCC3)c(=O)c21	?	-9%	13%	10%	0%	-0.5%	4	-24%	0	-21%	4%
CCOc1ccc(-c2cc(CCCC(=O)Nc3cccc(OC)c3)no2)cc1	-1%	-1%	9%	-17%	-2%	0.0%	0	?	3	-40%	-3%

Main list, repeating the preview:
SMILES	Menin-MLL TR inh	TSG101-PTAP inh	PKM2 activator	S-ASM inh	GALK inhibitor	B2AR arrestin	FBPA coupling cs	Chronic BCR inh	Giardia killer	Integrin act MD	Tb PFK block
Cn1c2ccccc2c2c(C(=O)N3CCN(C(=O)c4ccco4)CC3)cn(C3CCCCC3)c(=O)c21	?	-9%	13%	10%	0%	-0.5%	4	-24%	0	-21%	4%
CCOc1ccc(-c2cc(CCCC(=O)Nc3cccc(OC)c3)no2)cc1	-1%	-1%	9%	-17%	-2%	0.0%	0	?	3	-40%	-3%
CC(c1ccccc1)N1C(=O)c2ccc(C(=O)Nc3ccccc3C(=O)O)cc2C1=O (stereo not given)	.	-6%	-2%	16%	-11%	0.4%	.	8%	-13	-37%	-1%
C=CCC1(CC=C)CCCN1C(=O)c1cc(COc2ccc(-n3cncn3)cc2)on1	.	-4%	0%	-2%	4%	0.5%	.	4%	-14	-39%[inhibitor]	1%
O=C(O)CCC(=NNC(=O)c1cccc(S(=O)(=O)N2CCCCC2)c1)c1ccccc1	.	-5%	.	7%	.	-0.6%	.	1%	12	29%	16%
Cc1cccc(C)c1OCC(=O)NCc1ccccc1	-9%	0%	.	2%	2%	-1.0%	0	1%	?	-2%	-3%
CC(C)(C)OC(=O)N1CCC(NC(=O)c2[nH]cnc2C(=O)Nc2ccc(Cl)cc2)CC1	.	-9%	.	-6%	.	0.3%	.	0%	0	27%	5%
CC(Sc1nc(-c2ccccc2)cc(C(F)(F)F)n1)C(=O)NCCN1CCOCC1 (stereo not given)	6%	-2%	0%	-2%	3%	0.2%	-1	0%	7	-6%	4%
CC(=O)NC(=O)c1ccc(-c2ccc(Cl)cc2)o1	15%	-5%	-1%	3%	.	?	3	?	-2	35%	-10%
O=C1/C(=C/c2cccs2)SC(=S)N1CCC(=O)N1CCCCC1CCO (stereo not given)	.	0%	.	-10%	-2%	-0.2%	.	?	3	-5%	0%
Cc1ccc(-n2nnnc2-c2cccc(C)c2)cc1	?	0%	-11%	1%	0%	-0.1%	-19	-1%	-2	-2%	-5%
CCCN1CCN(S(=O)(=O)c2ccc3c(c2)NC(=O)C(C)S3)CC1 (stereo not given)	.	-4%	.	-4%	-1%	-0.7%	.	3%	5	27%	0%
O=C(Nc1ccccn1)C1CCN(S(=O)(=O)c2cccc3nonc23)CC1	-24%	0%	-4%	2%	1%	-0.2%	-2	0%	1	5%	-1%
CN(c1ccccc1)S(=O)(=O)c1cccc(NC(=O)c2ccc(Cl)c([N+](=O)[O-])c2)c1	.	-3%	.	-3%	.	-0.8%	.	?	-6	-56%[inhibitor]	-9%
Cc1cc(-c2ccc(NC(=O)[C@@H]3CCCC[C@@H]3C(=O)O)c(C)c2)ccc1NC(=O)[C@@H]1CCCC[C@@H]1C(=O)O	14%	-7%	8%	-3%	0%	-0.2%	6	?	-21	-28%	3%
CS(=O)(=O)c1ccc(C(=O)Nc2ccc(N3CCCCC3)cc2)c(Cl)c1	2%	1%	-9%	-1%	-2%	0.1%	1	-17%	-12	-19%	-1%
CC(OC(=O)c1ccccc1NCc1ccco1)C(=O)Nc1ncc(Cl)cc1Cl (stereo not given)	5%	-1%	8%	491%[activator]	8%	0.2%	2	0%	8	-2%	3%
CCN(C1CCCCC1)S(=O)(=O)c1ccc(OC)c(C)c1	-28%	-1%	-8%	-3%	1%	-0.1%	10	0%	-9	-33%	-15%
Cc1cc(C)nc(NC2=NC3CCCCC3N2)n1 (stereo not given)	-10%	-1%	5%	2%	0%	0.1%	7	?	15	-36%[inhibitor]	-2%
COc1cc(/C=C2/SC(=S)N(CC(=O)O)C2=O)ccc1OC(=O)c1ccco1	?	0%	-8%	5%	-2%	-0.5%	9	17%	-3	-14%	6%
CC1CCN(CC(=O)NCCc2ccc(F)cc2)CC1	-20%	1%	4%	-2%	-1%	-1.0%	0	0%	-10	14%	2%
CCc1ccccc1N(CC(=O)NCc1ccco1)C(=O)CCC(=O)Nc1ccccn1	.	-4%	.	-1%	6%	-0.5%	-2	6%	-1	7%	-1%
Nc1nc(NCC2CCCO2)nc(Nc2ccc(F)cc2)c1[N+](=O)[O-] (stereo not given)	-1%	1%	-6%	-1%	-2%	0.1%	2	3%	0	-33%	-2%
c1ccc(-c2nc(-c3ccccn3)no2)cc1	1%	-4%	-49%	-1%	11%	0.1%	1	?	?	1%	?
Nc1c(C(=O)NCc2ccccc2)nnn1Cc1ccc(F)cc1	1%	-5%	4%	4%	0%	-0.3%	7	-3%	43[activator]	15%	-6%
Cc1ccc(S(=O)(=O)N2CCN(C(=O)c3cc4c(s3)CCC(C)C4)CC2)cc1 (stereo not given)	.	-1%	.	0%	.	0.1%	.	-2%	1	4%	0%
Cc1cccc(-n2c(SCc3ccc(C#N)cc3)nnc2-c2c[nH]c3ccccc23)c1	-20%	0%	7%	-2%	1%	-1.0%	2	1%	6	15%	3%
Cc1cccc(CN2C(=O)c3ccccc3S(=O)(=O)c3ccc(C(=O)NCCCN4CCCC4)cc32)c1	.	-1%	.	1%	8%	0.3%	.	0%	-13	0%	2%
CCN(CC(=O)Nc1c(F)cccc1F)C(=O)CNC(=O)c1cccc(C)c1	21%	-5%	.	5%	.	0.4%	3	-1%	12	14%	1%
Cc1ccc(-c2csc3nc(=O)c(C)nn23)cc1	0%	-2%	-14%	7%	-1%	0.1%	2	2%	-2	-8%	0%
CCOC(=O)CCc1c(C)c2ccc(OCC(=O)N3CCOCC3)c(C)c2oc1=O	-12%	-4%	0%	7%	-2%	-0.7%	0	-5%	-11	-5%	-6%
O=C(COc1ccc(-n2cnnn2)cc1)Nc1ccccc1OC(F)F	.	0%	.	2%	.	0.1%	.	0%	11	18%	0%
O=C(c1ccc(F)cc1)C1CCN(C(=O)c2ccncc2)CC1	23%	-2%	-1%	14%	-1%	0.1%	0	0%	-11	8%	5%
COc1ccccc1C(=O)NCCN=C1NS(=O)(=O)c2ccccc21	-9%	-3%	.	-2%	0%	-0.5%	0	1%	-6	16%	-1%
O=C(Nc1cccc(Cl)c1)N1CCN(C2c3ccccc3-c3ccccc32)CC1	.	-3%	-1%	0%	6%	-0.4%	2	-1%	-12	8%	1%
C=C1CC2C(=O)N(Cc3cc(OC)ccc3OC)C(C(=O)OCC)(C(=O)OCC)C1N2C(=O)OC(C)(C)C (stereo not given)	0%	-4%	.	4%	.	.	1	.	15&0	-4%	.

A few values from the results shown:
FBPA coupling cs, `C=C1CC2C(=O)N(Cc3cc(OC)ccc3OC)C(C(=O)OCC)(C(=O)OCC)C1N2C(=O)OC(C)(C)C` (stereo not given) is entered as 1
FBPA coupling cs, `CC(=O)NC(=O)c1ccc(-c2ccc(Cl)cc2)o1` is entered as 3
Integrin act MD, `O=C(Nc1ccccn1)C1CCN(S(=O)(=O)c2cccc3nonc23)CC1` is entered as 5%
B2AR arrestin, `Cc1cccc(C)c1OCC(=O)NCc1ccccc1` is entered as -1.0%

Screening results as filed in PubChem.
